UTI89 phage lysis: protection from phage-mediated lysis, alamar blue read-out – E. coli UTI89, K1F phage, bacterial capsule biogenesis inhibitors (AID 488966) | E. coli UTI89 K1F phage lysis, alamar blue, 2 h; higher % means a stronger effect | inhibition, % at 100 µM; hits with a dose series show IC50 in µM | actives 0.02% (n = 340,000);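 active means phage lysis inhibition, versus mean bacterial control, above a set limit; inconclusive means no clear call, values can overlap the other calls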;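 further: capsule biogenesis inhibitors block K1F phage lysis so surviving cells raise fluorescence; higher fluorescence means more inhibition of phage lysis; actives were called in the ten point dose series up to 300 µM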
Dengue-2 NS5 capping: Dengue-2 NS5 methyltransferase inhibitors, primary screen, biochemical, confirmation dose response (AID 588689); Dengue-2 NS5 methyltransferase capping enzyme assay, biochemical; higher % means a stronger effect; actives 0.3% (n = 340,000); inhibition, % at 25 µM, or IC50 in µM where a hit was titrated; in the data active means a potency from the dose series; inconclusive means inhibition above about 29% without an active follow-up result
SV40 large T antigen: TAg ATPase/helicase activity blockers – biochemical (AID 1903) | one-dose inhibition, % at 20 µM; IC50 in µM for titrated hits | SV40 large T antigen ATPase/helicase inhibition assay; higher % means a stronger effect | actives 0.39% (n = 310,000); in the data active means a potency from the dose series; inconclusive means inhibition mostly from about 32% at the one dose, without a potency; inactive means the rest, 99 in 100 with inhibition below about 32%; further: strong numbers were not always called active
WT yeast gro inh: growth inhibition of WT yeast, mitochondrial fusion screen; mitochondrial fusion phenotypic screen, WT strain; inhibition, % at 10 µM; actives 2.1% (n = 190,000); in the data active means inhibition above about 58%; tested in S. cerevisiae
Yfh1-off respiration: enhancers of respiration in Yfh1-depleted yeast, dose response, Friedreich's ataxia, plus single-dose screen (AID 1465); one-dose fold induction at 50 µM; EC50 in µM for titrated hits; actives 0.074% (n = 220,000); S. cerevisiae Yfh1-off respiration, WST-1 reduction, 72 h; higher fold induction means a stronger effect;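 active means fold induction of absorbance versus untreated yeast above a set limit, then at least 30% activation at any dose in follow-up; inconclusive means repeats straddling the limit, or above it without dose testing; inactive means fold induction below the set limit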;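 further: activators that raise dye reduction in frataxin-depleted yeast; strong numbers were not always called active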
RSV CPE inhibition: RSV antiviral activity via CPE protection, HEp-2 cells, primary 10 µM value included (AID 2391) | actives 0.13% (n = 310,000) | HEp-2 cells, RSV-induced CPE inhibition; higher % means a stronger effect | one-dose CPE inhibition, % at 10 µM; IC50 in µM for titrated hits; in the data active means a potency from the dose series; inconclusive means CPE inhibition mostly from about 23% at the one dose, without a potency; inactive means the rest, 99 in 100 with CPE inhibition below about 21%; further: strong numbers were not always called active
XIAP displacement: small molecules displacing peptide from XIAP – biochemical, IAP family, fluorescence polarization (AID 1018). one-dose displacement, % at 20 µM; IC50 in µM for titrated hits. actives 0.007% (n = 200,000). XIAP BIR domain, fluorescence polarization peptide displacement; higher % means a stronger effect; in the data active means displacement above about 50%; further: a part of the inactive calls stands beside numbers as strong as those of hits
West Nile virus CPE: West Nile virus antiviral activity, cell-based, CPE readout (AID 1621) | West Nile virus-infected cells, CPE inhibition; higher % means a stronger effect | CPE inhibition, % at 10 µM, or IC50 in µM where a hit was titrated | actives 0.02% (n = 290,000); in the data active means a potency from the dose series; inconclusive means CPE inhibition mostly from about 3.7% at the one dose, without a potency; inactive means the rest, 99 in 100 with CPE inhibition below about 2.2%; further: strong numbers were not always called active
CSM14.1 death rescue: protection against thapsigargin-triggered cell killing – 384-well, CSM14.1, ATP luminescence, primary screen (AID 1222); cellular ATP content (survival), % at 20 µM; hits with a dose series show EC50 in µM; CSM14.1 thapsigargin-induced death rescue, ATP luminescence; higher % means a stronger effect; 190,000 tested, under 10 active;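 active means EC50 below 50 µM in the dose-response confirmation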;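 further: death triggered by thapsigargin at about 15 µM added after 2 h compound pretreatment; cell ATP read after overnight thapsigargin exposure of roughly 18 to 22 hours; normalized against plate controls of thapsigargin alone and 5% DMSO vehicle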
WT yeast gro inh mutant strain: second read-out of WT yeast gro inh, no call of its own (marks repeat the call); inhibition, %; mitochondrial fusion phenotypic screen, mutant strain inhibition
Dengue-2 NS5 capping pilot replicate: further read-out of Dengue-2 NS5 capping, marked with its call; inhibition, %; measured here: pilot screen replicate inhibition
Active calls of the source: *; i = inactive; ? = inconclusive; . = not tested or not shown; [ ] = another dose, or the depositor's remark.

SMILES	UTI89 phage lysis	Dengue-2 NS5 capping	SV40 large T antigen	WT yeast gro inh	WT yeast gro inh mutant strain	Yfh1-off respiration	RSV CPE inhibition	XIAP displacement	West Nile virus CPE	CSM14.1 death rescue	others
C/C(=N\NC(=O)c1cccc(S(=O)(=O)N2CCOCC2)c1)c1ccc(OCC(=O)N(C)C)cc1	1.4%[50 µM]	-3%	15%	.	.	.	-0.7%	.	.	.
O=C(NCC1CCCN(C(=O)c2cccc(C(F)(F)F)c2)C1)c1ccc(F)cc1 (stereo not drawn)	0.0%	-4%	12%	.	.	.	14%	.	-0.8%	.
O=C(CCC1CCN(Cc2ccccc2Cl)CC1)NC1CC1	-1.6%	-7%	7%	.	.	.	0.8%	.	-0.4%	.
CCOC(=O)N1CCN(C(=O)C2CCN(S(=O)(=O)N3CCC4(CC3)OCCO4)CC2)CC1	0.5%	0%	4%	.	.	.	1.8%	.	-0.3%	.
Cc1ccc(NC(=S)NCCN2CCOCC2)cc1C	0.5%	-4%	27%	14	-14	i	-0.5%	-2.2%	-0.2%	-3.9%
O=C(NCC1CCCO1)/C(=C\c1cccs1)NC(=O)c1ccccc1 (stereo not drawn)	-0.2%	2%	7%	-30	-16	i	0.5%	-3.5%	-0.1%	-0.2%
Cc1ccccc1OCC(O)CNC1CCC(NCC(O)COc2ccccc2C)CC1 (stereo not drawn)	2.3%	0%	7%	.	.	.	-2.1%	.	-2.0%	.
CCCCCCN=CC1=C(O)CC(C)(C)CC1=O	-0.5%	1%	-4%	22	7	i	0.4%	-2.8%	-0.1%	-0.8%
O=C(OCc1nnc(-c2ccc(Cl)cc2)o1)c1ccc(=O)n(Cc2ccccc2)n1	-0.3%	2%	17%	6	55	i	1.1%	-2.2%	0.1%	-2.6%
O=[N+]([O-])c1ccc(O)c(/C=N/Nc2nc3ccccc3[nH]2)c1	2.6%	-4%	27%	-7	6	i	2.0%	-5.9%	?	-1.2%
O/N=C1/CCCCC1c1ccccn1 (stereo not drawn)	2.9%	-1%	9%	1	-3	i	0.6%	-8.7%	0.3%	-1.5%
Cc1ccc(C(=O)N/C(=C\c2cccc([N+](=O)[O-])c2)C(=O)Nc2cccc(C(=O)O)c2)cc1	-0.1%	-1%	12%	.	.	.	1.2%	.	0.9%	.	Dengue-2 NS5 capping pilot replicate=-1.8
NC(=O)c1ccc(NC(=O)COC(=O)c2cc(S(=O)(=O)N3CCOCC3)ccc2N2CCCCC2)cc1	0.2%	-2%	6%	.	.	i	-1.1%	.	0.6%	.
CCOC(=O)c1sc2nc3c(cc2c1N)COC(C)(C)C3	-0.5%	-8%	-1%	-5	-9	i	8.1%	-4.6%	0.5%	-3.0%
Cc1cccc(C(=O)N2CCNC(=O)C2CC(=O)Nc2cccc(Cl)c2)c1 (stereo not drawn)	0.1%	-3%	-1%	.	.	.	1.1%	.	-0.8%	.
C=CCc1cccc2ccc(=O)oc12	1.0%[50 µM]	-3%	-9%	2	-13	i	1.5%	-6.9%	0.2%	-1.0%
O=C(CNc1cccc(S(=O)(=O)N2CCCCC2)c1)Nc1ccccc1F	0.8%[50 µM]	1%	6%	.	.	.	14%	.	-0.9%	.
O=C(Nc1ccnn1C1CCN(C2CCOCC2)CC1)c1cccc(F)c1	0.0%	-4%	3%	.	.	.	-0.1%	.	0.2%	.
CCOC(=O)c1sc(N(C)C(C)=O)nc1C	0.2%	-11%	12%	1	-6	i	1.7%	-5.5%	0.1%	-1.0%
Cc1ccc2nc(SCC(=O)NC3CC3)[nH]c2c1	1.6%[50 µM]	-12%	25%	.	.	.	1.1%	.	-0.1%	.
CCOc1ccccc1C(=O)Nc1ccc(NC(=O)c2ccccc2)cc1	0.0%	0%	-3%	.	.	.	0.9%	.	-0.8%	.	Dengue-2 NS5 capping pilot replicate=0.3
CCCCN(C)C(=O)CC(NS(=O)(=O)c1ccc(NC(C)=O)cc1)C(C)C (stereo not drawn)	0.5%	-1%	-7%	1	1	i	5.3%	-3.7%	0.1%	-8.5%
Oc1ccc(-c2nc3c4c(ncn3n2)-c2ccccc2CC42CCCC2)cc1	-2.4%[50 µM]	0%	4%	96*	89*	i	-2.5%	-7.5%	1.3%	0.4%
CC1C(=O)N2CCCc3cc(S(=O)(=O)N4CCN(c5ccccc5F)CC4)cc1c32 (stereo not drawn)	0.2%	-2%	0%	.	.	.	7.9%	.	-0.7%	.
O=C(c1ccccc1Cl)N1CCSCC1	0.3%	5%	7%	.	.	i	0.8%	.	0.4%	.
Cn1c(=O)c2ccccc2n(CC(=O)N2CCCc3ccccc32)c1=O	-0.4%	6%	0%	.	.	.	13%	.	0.1%	.
c1ccc2c(c1)ncn2CCn1cnc2ccccc21	0.4%	0%	-159%	-9	-13	i	1.2%	-3.7%	-0.2%	-0.1%
CCOC(=O)C1CCN(S(=O)(=O)c2cc(C(=O)OC)n(C)c2)CC1	-1.8%	-3%	.	.	.	.	2.8%	.	-0.7%	.
c1nc(N2CCC3(CC2)OCCO3)c2[nH]cnc2n1	-1.0%	-7%	9%	3	-8	i	2.8%	1.1%	-0.1%	-2.5%
N#Cc1nc(-c2ccc(F)cc2)oc1N1CCN(C(=O)c2ccco2)CC1	1.1%[50 µM]	3%	10%	.	.	.	1.6%	.	-0.3%	.
COc1cccc(-c2c(C(=O)N/N=C/c3ccoc3)nnn2-c2nonc2N)c1	0.2%	-7%	8%	.	.	.	2.2%	.	-0.5%	.
O=c1[nH]c2ccccc2c(O)c1-[n+]1ccccc1	0.1%	15%	7%	.	.	i	1.1%	.	0.3%	.
COc1cc(/C=N/NC(=O)CC23CC4CC(CC(C4)C2)C3)cc(Br)c1OCC(=O)N(C)C	-2.1%	-7%	9%	-13	-6	i	?	-17%	-1.4%	-2.8%
Cc1c(S(=O)(=O)NC2CCCCCC2)c(=O)n(C)c(=O)n1C	0.9%[50 µM]	3%	9%	.	.	.	0.1%	.	.	.
COc1ccc(C(=O)C2CCCN(Cc3ccc4c(c3)OCCO4)C2)cc1F (stereo not drawn)	0.1%	6%	8%	.	.	i	0.8%	.	-0.9%	.
CCOC(=O)c1cc2c(ccn2C)n1Cc1cc(C)ccc1C	-0.3%	11%	19%	67*	6.7*	i	6.5%	-5.1%	0.2%	4.8%
CCOC(=O)Cc1csc(NC(=O)c2ccc(Cl)s2)n1	0.0%	-5%	6%	.	.	.	1.3%	.	-0.8%	.
CCOC(=O)CSc1ccc(-c2nc3ccccc3[nH]2)cn1	1.2%	1%	14%	7	-15	i	-0.1%	-0.9%	0.1%	-1.3%
CC12CC3CC(C)(C1)CC(CN1CCOCC1)(C3)C2	3.6%[50 µM]	-3%	9%	-15	13	i	1.6%	-2.5%	0.2%	-2.1%
CC1(C)Cc2c(ccc3ccccc23)C(=O)N1	0.3%	-2%	9%	-24	3	i	0.6%	-4.7%	-0.1%	1.4%
COc1cccc2c1OCC(CN1CCN(Cc3ccccc3)C(CCO)C1)=C2 (stereo not drawn)	1.5%	2%	18%	-6	-9	i	-1.7%	-1.9%	-1.0%	-1.5%
COc1ccc(-n2c(=O)c3ccccc3n(CC(=O)NC3CCCCC3)c2=O)cc1OC	1.9%[50 µM]	-5%	12%	-5	7	i	0.3%	-1.0%	0.1%	1.8%
Cc1cc(C(=O)OCC(=O)N2CC(C)OC(C)C2)ccc1[N+](=O)[O-] (stereo not drawn)	-1.5%	-8%	0%	-2	-25	i	2.7%	-10%	0.1%	-2.5%
Nc1ncnc(NC2CCS(=O)(=O)C2)c1[N+](=O)[O-] (stereo not drawn)	0.1%	-7%	4%	.	.	i	4.1%	.	0.1%	.
Nc1nonc1-c1nc2ccccc2n1Cc1ccc(F)cc1	0.3%	-4%	-1%	19	-4	i	2.3%	-2.4%	-0.6%	1.3%
Cc1c(C=O)c2ccccn2c1C(=O)c1cccc([N+](=O)[O-])c1	5.5%	-13%	6%	-12	5	i	2.3%	-1.3%	-0.9%	-0.9%
O=C(NC12CC3CC(CC(C3)C1)C2)c1ccccc1O	-0.5%	-10%	10%	11	5	i	6.0%	-3.5%	-0.4%	7.2%
COc1ccc(C(=O)NCc2nnc(SCC(=O)c3ccccc3)n2C)cc1	0.4%	-8%	22%	1	-2	i	1.1%	-3.9%	0.2%	-0.9%
CC(=O)c1cc(-c2ccccc2)n(CC(=O)N2CCC(N3CCCCC3)CC2)c1C	0.2%	-4%	8%	-3	0	i	.	-7.5%	0.3%	-0.3%
NS(=O)(=O)c1ccc(CCNC(=O)c2cc(=O)[nH]c3ccccc23)cc1	-0.1%	5%	7%	.	.	.	0.9%	.	0.4%	.
Cc1cc2c(=O)n(Cc3ccco3)c(SCC(=O)N3CCCc4ccccc43)nc2s1	0.4%[50 µM]	-4%	2%	28	19	i	?	-3.4%	2.1%	-1.2%
Cc1ccc(N2C(=O)c3cccc4cccc(c34)C2=O)cc1	2.8%	7%	17%	0	6	i	1.4%	-4.1%	-0.7%	1.3%
C[C@H](NC(=O)[C@@H]1Cc2ccccc2CN1)C(=O)NC[C@H]1CC[C@H](C(=O)O)CC1	0.1%	-3%	-6%	.	.	.	-0.7%	.	0.2%	.
CC(c1ccco1)N(C(=O)C12CC3CC(CC(C)(C3)C1)C2)c1ccccn1 (stereo not drawn)	-0.1%	-5%	2%	45	-7	i	0.6%	-4.1%	-0.6%	-1.2%
CCCN1CCN(S(=O)(=O)c2ccc3c(c2)OCCO3)CC1	-0.1%	4%	0%	8	-6	i	1.8%	-2.3%	-0.6%	0.0%
COc1ccc(C(=O)/C=C/c2cn(CC(O)CN3CCN(C)CC3)c3ccccc23)cc1OC (stereo not drawn)	-1.1%	-20%	14%	.	.	i	-0.9%	.	2.6%	.
CC(C)(C)[C@H]1C=C(C(=O)Nc2ccccc2)O[C@@H](OCc2ccc(CO)cc2)C1	-2.5%	2%	2%	-14	-1	i	1.7%	3.9%	-0.2%	2.3%
CN1CCN(c2ccc(Cl)cc2NC(=O)c2nn(-c3ccccc3)c(=O)c3ccccc23)CC1	2.1%	-12%	0%	22	0	i	.	-6.1%	0.2%	-2.0%
NNC(=O)c1ccc(Cn2cc(Br)cn2)o1	0.0%	8%	11%	.	.	i	.	.	0.1%	.

Arranged by molecular weight (low to high): some entries from above
SMILES	UTI89 phage lysis	Dengue-2 NS5 capping	SV40 large T antigen	WT yeast gro inh	WT yeast gro inh mutant strain	Yfh1-off respiration	RSV CPE inhibition	XIAP displacement	West Nile virus CPE	CSM14.1 death rescue	others
NNC(=O)c1ccc(Cn2cc(Br)cn2)o1	0.0%	8%	11%	.	.	i	.	.	0.1%	.
Cc1ccc(N2C(=O)c3cccc4cccc(c34)C2=O)cc1	2.8%	7%	17%	0	6	i	1.4%	-4.1%	-0.7%	1.3%
CC(c1ccco1)N(C(=O)C12CC3CC(CC(C)(C3)C1)C2)c1ccccn1 (stereo not drawn)	-0.1%	-5%	2%	45	-7	i	0.6%	-4.1%	-0.6%	-1.2%
